Neddylation inh – inhibitors of cullin neddylation, primary screen, biochemical, TR-FRET, uHTS, NAE and Ubc12. NEDD8-conjugating enzyme Ubc12 (Homo sapiens) + NEDD8-activating enzyme E1 regulatory …. calls only at 25 µM. actives 0.58% (n = 360,000). AID 651699, 2012; in the data active = inhibition above about 36%
TbMetRS inhib – T. brucei MetRS inhibitors, primary screen, biochemical, luminescence; methionyl-tRNA synthetase (Trypanosoma brucei brucei); actives 0.4% (n = 360,000); AID 624268, 2012; purified T. brucei MetRS, ATP depletion, Kinase-Glo luminescence; inhibition, % at 11.9 µM;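 active = inhibition above a per-plate cutoff of the control wells' mean inhibition plus 3 SD, cut at about 5.5% in these data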;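 note: 0% = DMSO wells median and 100% = median of wells with control inhibitor compound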
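technique = Kinase-Glo luminescence, ATP depletion format | system = purified MetRS (methionyl-tRNA synthetase) enzyme from Trypanosoma brucei | timing = 15 min preincubation, 2 h reaction, all 25 °C | evaluation = percent inhibition versus plate control medians | dosing = single dose, 11.9 µM final nominal, 0.9% final DMSO | also added = substrates ATP, L-methionine and bulk Escherichia coli tRNA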
SUMO1 PPI mod – modulators of SUMO1 protein-protein interactions, primary screen, biochemical, uHTS; actives 0.33% (n = 360,000); inhibition, % at 20 µM; AID 602429, 2012; Small ubiquitin-related modifier 1 (Homo sapiens), P63165; SUMO1 binding to a labelled peptide, TR-FRET, 1 h; in the data active = inhibition above about 37%
Target sequence (P63165 whole entry, looked up): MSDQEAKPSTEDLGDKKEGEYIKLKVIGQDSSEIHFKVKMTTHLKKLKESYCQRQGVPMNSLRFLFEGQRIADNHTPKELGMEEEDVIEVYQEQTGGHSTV
LMPTP block – LMPTP phosphatase inhibitors, primary screen, biochemical, fluorescence intensity, uHTS. Low molecular weight phosphotyrosine protein phosphatase (Homo sapiens), P24666. recombinant LMPTP-A, OMFP fluorogenic substrate. inhibition, % at 20 µM. actives 0.22% (n = 360,000). AID 651560, 2012;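 active = compounds that cut the enzyme signal by at least half of the control window in the single-dose screen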;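 note: plate controls were DMSO wells with enzyme plus substrate for no effect and substrate without enzyme for full effect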
Target sequence (P24666 whole entry, looked up): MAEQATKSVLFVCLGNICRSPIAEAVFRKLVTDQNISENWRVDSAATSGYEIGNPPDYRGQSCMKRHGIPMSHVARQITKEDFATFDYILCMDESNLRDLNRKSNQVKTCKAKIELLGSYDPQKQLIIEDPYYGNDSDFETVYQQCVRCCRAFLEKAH
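Buffer or medium: Bis-Tris pH 6.0, DTT, detergent; Assay system: LMPTP-A enzyme; Quantity: 0.625 nM enzyme; Detection: endpoint fluorescence intensity; Times: 50 min dark incubation at room temperature; Controls: substrate-only low control, DMSO enzyme-plus-substrate high control; Doses: single 20 µM dose; Read-out: percent inhibition versus substrate-only and uninhibited controls; Reagent: 400 µM OMFP.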
NadD inh – inhibitors of S. aureus NadD, primary screen, biochemical, colorimetric, uHTS; purified NadD enzyme, colorimetric absorbance read-out; inhibition, % at 20 µM; actives 0.78% (n = 360,000); AID 602399, 2012; in the data active = inhibition above about 26%; note: some compounds past the cut are filed as inactive
Scp-1 inhibitor – Scp-1 phosphatase inhibitors, primary screen, biochemical, colorimetric, uHTS; Carboxy-terminal domain RNA polymerase II polypeptide A small phosphatase 1 (Homo …; Recombinant Scp1, phosphopeptide, malachite green phosphate absorbance; inhibition, % at 20 µM; actives 0.88% (n = 340,000); AID 493091, 2011;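 active = inhibition above about 50% at 20 µM, limit read from the data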;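 note: plate controls were DMSO wells with enzyme for no effect and wells lacking enzyme for full effect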
Target sequence (Q9GZU7 76-261 limits assumed): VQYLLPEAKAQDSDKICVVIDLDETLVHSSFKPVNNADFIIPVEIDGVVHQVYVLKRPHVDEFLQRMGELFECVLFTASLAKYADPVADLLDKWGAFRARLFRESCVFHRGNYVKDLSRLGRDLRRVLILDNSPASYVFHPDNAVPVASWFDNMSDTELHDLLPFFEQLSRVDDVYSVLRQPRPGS
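Times: enzyme reaction 45 min at room temperature, colour 5 min, stabilisation 30 min. Material: SCP-1 catalytic fragment, aa 76-261. Medium: Acidic Tris acetate buffer with magnesium and detergent. Signal: colorimetric free-phosphate detection, absorbance 630 nm. Read-out basis: % inhibition of SCP-1 phosphate liberation. Reagent: Phosphorylated 17-residue peptide substrate.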
DNMT1 inh – human DNMT1 methyltransferase inhibitors, primary screen, biochemical, molecular beacon, fluorescence, HinP1I cleavage, uHTS. DNA (cytosine-5)-methyltransferase 1 (Homo sapiens), P26358. inhibition (reported as % activation of signal), % at 10 µM. actives 0.83% (n = 360,000); in the data active = inhibition above about 50%
NRP1-CendR mod – modulators of CendR peptide binding to NRP-1, primary screen, biochemical, fluorescence polarization, uHTS; AID 602438, 2012; actives 0.85% (n = 360,000); inhibition, % at 25 µM; FAM-RPARPAR peptide binding to NRP-1; Neuropilin-1 (Homo sapiens), O14786;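 active = inhibition or corrected inhibition above about 18%, plus a signal ratio from 0.5 to 1.5, limit read from the data, passing the limit was not always enough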; note: strong numbers were not always called active
SKN-1 inh – suppressors of acrylamide-induced Pgst-4::GFP reporter in worms, primary screen, SKN-1 inhibitor project, whole organism, uHTS, GFP/RFP fluorescence ratio, strain VP596; inhibition, % at 21.8 µM; C. elegans VP596 Pgst-4::GFP/RFP ratio, 24 h; actives 0.49% (n = 360,000);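 active = interference check ratio from 0.5 to 1.5 plus GFP to RFP signal ratio inhibition reaching or exceeding a fixed threshold, cut at about 30% in these data, passing the limit was not always enough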; note: some compounds called inactive have numbers as strong as hits
STEP inh – STEP phosphatase inhibitors, primary screen, biochemical, fluorescence intensity, uHTS; recombinant STEP, OMFP fluorogenic substrate; actives 0.25% (n = 360,000); Tyrosine-protein phosphatase non-receptor type 5 (Homo sapiens), P54829; inhibition, % at 20 µM;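 active = inhibition at 20 µM, scaled per plate between control wells, above about 37%, limit read from the data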;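 note: 0% = DMSO with enzyme and substrate and 100% = substrate only without enzyme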
Target sequence (P54829 whole entry, looked up): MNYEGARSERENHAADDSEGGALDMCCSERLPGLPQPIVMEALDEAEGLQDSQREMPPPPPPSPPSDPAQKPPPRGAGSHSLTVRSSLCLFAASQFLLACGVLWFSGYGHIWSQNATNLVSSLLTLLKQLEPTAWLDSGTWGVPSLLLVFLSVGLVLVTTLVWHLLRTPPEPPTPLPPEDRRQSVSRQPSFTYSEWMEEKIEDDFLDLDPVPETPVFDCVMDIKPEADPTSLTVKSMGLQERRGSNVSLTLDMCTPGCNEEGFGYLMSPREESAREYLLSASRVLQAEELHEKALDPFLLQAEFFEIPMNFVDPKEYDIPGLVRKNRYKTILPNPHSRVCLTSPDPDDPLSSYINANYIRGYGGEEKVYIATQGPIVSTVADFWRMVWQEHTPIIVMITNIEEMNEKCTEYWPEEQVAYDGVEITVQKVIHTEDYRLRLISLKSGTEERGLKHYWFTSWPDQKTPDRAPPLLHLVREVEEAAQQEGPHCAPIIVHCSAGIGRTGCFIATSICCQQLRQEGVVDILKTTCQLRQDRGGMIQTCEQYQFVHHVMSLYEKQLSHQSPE
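Measure: Control-normalized % inhibition with plate pattern correction | Test system: STEP phosphatase, cell-free reaction | Medium: pH 6.0 Bis-Tris with DTT and Tween 20 | Technique: Fluorescence, 480/540 nm | Times: Reaction 20 min, ambient temperature | Doses: Single compound dose of 20 µM, 1% DMSO final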
Active calls of the source: *; i = inactive; nt = no result given; & = joins results of further samples.

SMILES | Neddylation inh | TbMetRS inhib | SUMO1 PPI mod | LMPTP block | NadD inh | Scp-1 inhibitor | DNMT1 inh | NRP1-CendR mod | SKN-1 inh | STEP inh
CC(C)C(NC(=O)C1CCCCC1)C(=O)Nc1ccc2c(c1)OCCO2 (stereo not drawn) | i | -0.6 | 0.8 | -1.5 | 6.0 | -2.0 | -4.1 | 13.0 | 3.5 | -1.6
Cc1ccc(OCC(=O)Nc2ccccc2C(=O)NC2CC2)cc1C | i | 0.5 | 30.4 | -0.3 | -2.5 | -5.0 | -0.4 | -7.5 | 8.6 | 3.3
O=C(COC(=O)CNS(=O)(=O)c1ccc2ccccc2c1)Nc1ccccc1Sc1ccccc1 | i | 0.1 | -2.0 | 4.6 | -2.6 | -18.3 | -13.1 | -3.9 | -0.8 | -0.3
CCCCNC(=O)c1nc(-c2ccncc2)oc1-c1ccc(OC(F)(F)F)cc1 | i | 0.5 | 0.7 | 2.0 | nt | nt | nt | 2.7 | -4.8 | nt
CC(=O)c1ccc(NC(=O)Nc2ccc3c(c2)N(C)C(=O)CS3)cc1 | i | -0.7 | 6.0 | 2.0 | -3.2 | -8.1 | -12.1 | -4.8 | 6.8 | 4.9
CCc1nn2c(=O)c(S(=O)(=O)Nc3ccccc3)c(C)nc2s1 | i | -0.2 | 2.1 | -0.2 | -3.5 | -7.7 | 2.0 | -0.3 | 11.3 | -2.6
CCOC(=O)c1c(NC(=O)c2ccccc2N(C)S(=O)(=O)c2ccccc2)sc2c1CCCC2 | nt | 0.2 | -1.7 | 2.9 | 8.5 | -9.6 | -11.0 | -11.2 | -1.6 | 6.2
CCOCCc1nn2c(=O)cc(CSCC(=O)Nc3ccc(OC)cc3)nc2s1 | i | -0.1 | 0.3 | 0.8 | 6.2 | -6.9 | -0.1 | 5.7 | 11.9 | 0.0
CSc1ccc(/C=C(\C(=O)O)c2ccc(S(=O)(=O)N3CCCC3)s2)cc1 | i | -0.2 | -2.6 | 18.9 | -0.5 | 69.2* | 86.5* | -13.1 | -1.9 | 2.4
O=C(CSc1ccc(Br)cc1)Nc1ccccc1Oc1ccccc1 | i | -0.1 | 2.7 | 4.2 | 8.3 | -7.9 | 8.5 | 10.6 | -1.9 | -1.7
CC1(C(=O)NCc2cccc3ccccc23)CCN1C(=O)C1(c2ccccc2)CC1 (stereo not drawn) | i | -0.2 | 8.7 | -0.7 | -8.8 | nt | -2.6 | -5.1 | 10.3 | -0.5
Cc1ccc(NC(=O)COC(=O)C(NS(=O)(=O)c2ccc(Cl)cc2)C(C)O)c(Br)c1 (stereo not drawn) | i | -1.0 | 6.4 | -0.1 | -0.6 | -5.1 | 1.7 | -0.1 | -9.3 | -2.6
CCC(C)CCN1CCN=C1N(C)C (stereo not drawn) | i | -0.4 | 1.1 | -1.6 | -1.9 | 1.7 | 1.1 | 12.5 | -20.2 | 0.3
O=C1CSC(=Nc2ccc(F)cc2)N1 | i | -1.6 | 0.6 | -0.3 | -0.8 | 8.4 | 0.0 | -5.3 | 7.5 | 1.3
O=C(CS(=O)c1ccc(Br)cc1)N1CCOCC1 (stereo not drawn) | i | -0.6 | 1.6 | -1.5 | 3.1 | -10.4 | 0.3 | 7.7 | -4.2 | -2.0
COc1ccc(CCNC(=O)Cn2cnc3ccccc3c2=O)cc1OC | i | -0.4 | 10.9 | 0.4 | 0.3 | -2.7 | 3.3 | -0.5 | 7.0 | -0.5
CC(C)C(NC(=O)c1ccccc1)c1nnc(SCC(=O)NC2CCCC2)n1C (stereo not drawn) | i | 0.1 | 3.0 | 0.0 | -4.3 | -4.9 | -1.1 | -1.9 | -27.7 | -2.5
CC1=NC(Nc2nc(C)c3ccccc3n2)=NC(C)(C)C1 | i | 0.1 | 1.2 | 21.6 | 1.8 | -9.4 | -15.4 | -35.9 | 6.6 | -1.8
CCOC(=O)N(C)C[C@@H]1OCc2cnnn2CCCC(=O)N([C@H](C)CO)C[C@@H]1C | i | -1.9 | -2.1 | -1.3 | 6.0 | nt | 1.4 | -4.2 | 3.1 | -2.5
O=S(=O)(NC(=NCCc1ccc(Cl)cc1)c1ccccc1Cl)c1cccs1 | i | -0.5 | 3.2 | 1.4 | -8.4 | -5.3 | -0.8 | 7.3 | -3.1 | 1.5
Cc1c(OCC(=O)NC2CC(C)(C)NC(C)(C)C2)ccc2c3c(c(=O)oc12)CCC3 | i | -0.1 | -1.7 | 1.8 | -1.4 | -2.5 | 10.2 | -4.1 | 16.6 | 0.0
Nc1ccccc1SCc1c(Cl)cccc1Cl | i | -0.5 | 1.9 | 2.6 | -3.9 | 0.1 | 5.1 | -11.5 | -4.9 | 0.5
COc1ccc(S(=O)(=O)N2CCOCC2)cc1NC(=O)C1CC(=O)N(c2ccc3c(c2)OCCO3)C1 (stereo not drawn) | i | -0.2 | -5.2 | -2.8 | 6.3 | nt | -2.0 | 4.8 | -1.3 | 0.4
Cc1ccc(NC(=S)NCCc2c[nH]c3ccccc23)cc1 | i | -0.6 | 0.4 | 1.1 | -9.9 | -5.7 | -0.6 | 1.5 | 16.0 | -1.6
Cn1cccc1C(=O)OCC(=O)NC(=O)c1ccc(Cl)cc1 | i | -0.3 | 8.1 | -0.9 | -4.0 | 0.0 | 1.8 | -5.1 | 12.1 | -3.6
CC1(C)SC2c3ccccc3C(=O)N2[C@@H]1C(=O)NCCCN1CCOCC1 (stereo partly drawn) | i | -0.1 | -0.3 | -2.6 | -4.7 | -3.6 | -0.6 | -1.3 | -10.9 | 5.5
O=[N+]([O-])c1ccc(N2CCN(CCO)CC2)cc1Sc1nc2ccccc2[nH]1 | i | -0.2 | -11.5 | -0.2 | -3.8 | -6.8 | -1.4 | 5.0 | -1.5 | -2.2
Oc1ccccc1O | i | -0.5 | -12.1 | 0.7 | -2.3 | 3.8 | 2.0 | 1.5 | 6.5 | -1.7
CN(C)c1cc[n+](CC(=O)Nc2c(Cl)cc(Cl)cc2Cl)cc1 | i | -0.1 | -0.5 | 0.5 | 6.4 | -2.2 | 3.1 | 7.9 | 8.5 | -3.1
CCC(C)c1ccccc1NC(=O)Cc1coc2cc3c(cc12)CCC3 (stereo not drawn) | i | -0.3 | 8.3 | 3.3 | -3.5 | -16.6 | -0.6 | 4.7 | 12.3 | 2.1
CCOC(=O)CSc1ccccn1 | i | -0.6 | -1.9 | -1.6 | 0.0 | -1.4 | 0.2 | 2.8 | 8.5 | -2.7
O=C(CN1C(=O)c2ccccc2C1=O)N1CCN(c2ccccc2)CC1 | i | -0.9 | -14.4 | -0.4 | 2.2 | -1.2 | 1.5 | -11.0 | -3.3 | -2.0
C(=N\n1cnnc1)/c1ccc(N2CCOCC2)s1 | i | -0.2 | -14.8 | -0.2 | -1.4 | -9.6 | 3.2 | 2.9 | -0.4 | -1.2
Cc1ccccc1CNC(=O)C1CCC(=O)N(CC2CCCCC2)C1 (stereo not drawn) | i | 0.3 | 3.3 | -1.1 | 1.7 | -4.8 | -0.1 | 1.4 | 9.7 | -0.5
CC1Cc2ccccc2N1C1=CC(=O)CCC1 (stereo not drawn) | i | -0.9 | -1.8 | -0.4 | -5.5 | -4.7 | 3.4 | -9.0 | 1.8 | 1.8
Cc1ccc([C@H]2C[C@@H](n3cc(COC(=O)c4ccccc4)nn3)[C@H](O)CN2C(=O)c2cccs2)cc1 | i | -1.2 | 9.1 | 0.2 | 1.9 | nt | 0.2 | 5.2 | -3.7 | -0.1
CN1C(=O)Cc2cc(S(=O)(=O)NCCc3ccc(Cl)cc3)ccc21 | i | -0.9 | 0.2 | 2.3 | -4.0 | -1.4 | -8.1 | 10.3 | 6.2 | -3.1
COCCOC(=O)c1nccnc1C(=O)Nc1ccc(S(=O)(=O)N2CCOCC2)cc1 | i | 0.0 | 0.9 | -2.4 | -1.2 | -16.4 | 1.3 | -1.5 | 18.7 | -1.3
COc1ccc(-c2cn(-c3ccccc3)c3[n+]2CCS3)cc1 | i | -0.1&-0.4 | 0.2&2.5 | -2.1&-0.3 | 3.1&1.6 | -4.9&0.0 | 8.8&4.2 | 1.5&0.7 | 6.7&-3.0 | 6.4&-3.0
Cc1ccc(-n2c(C)cc(/C=N/NC(=O)c3ccc(CN4CCOCC4)cc3)c2C)cc1 | i | -0.7 | -1.3 | 1.2 | -4.7 | -5.3 | -9.7 | -4.6 | 14.6 | 1.3
N#C/C(=C/c1ccc(-c2ccc(S(N)(=O)=O)cc2)o1)c1nc2ccccc2s1 | i | 0.7 | -14.5 | 2.7 | 25.0 | -2.7 | 42.9 | 131.7 | 15.7 | -122.1
COCCCN(Cc1ccco1)C(=O)CSc1nc2ncccc2[nH]1 | i | 1.1 | 0.7 | -1.6 | 0.5 | -2.4 | 3.0 | 5.1 | -0.9 | -0.2
COCc1nc(-c2ccc(-c3ccc(OC)cc3)nc2OC)no1 | nt | -0.2 | -15.2 | 1.0 | -12.0 | -2.8 | -11.6 | -6.0 | 2.1 | -2.8
Nc1ncc(S(=O)(=O)c2ccc([N+](=O)[O-])cc2)s1 | i | -0.1 | -32.0 | -1.3 | 2.8 | 0.5 | 0.1 | 20.4 | -11.9 | 2.1

Assay outcomes as filed in PubChem.
